TRHR PAM: TRH receptor (human) allosteric enhancement | 360,000 compounds, 0.66% hits | enhancement, % at 2 µM | P34981 | AID 493056 | TRHR cells, fluo-8 calcium fluorescence, EC20 TRH enhancement; in the data active = enhancement above about 30%; also: 0% is about no effect
Target sequence (P34981 whole entry, looked up): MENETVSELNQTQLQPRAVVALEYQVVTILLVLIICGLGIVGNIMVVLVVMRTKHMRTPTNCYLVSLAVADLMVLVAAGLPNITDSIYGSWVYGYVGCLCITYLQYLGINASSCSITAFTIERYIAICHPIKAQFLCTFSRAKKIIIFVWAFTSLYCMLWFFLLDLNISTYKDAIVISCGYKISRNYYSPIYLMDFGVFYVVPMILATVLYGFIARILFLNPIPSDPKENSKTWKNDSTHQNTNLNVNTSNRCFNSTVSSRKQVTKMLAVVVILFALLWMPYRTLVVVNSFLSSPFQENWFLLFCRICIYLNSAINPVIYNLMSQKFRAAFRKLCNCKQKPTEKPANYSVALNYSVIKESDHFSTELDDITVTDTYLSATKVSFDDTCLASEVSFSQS
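TRHR-expressing cells loaded with fluo-8 calcium dye were read kinetically (ex 480/em 530) during compound addition, then stimulated with an EC20 of TRH (10 nM final). Enhancement of the Gq-mediated intracellular calcium response was scored.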
TRHR agonist: agonists of human TRH receptor. TRHR cells, calcium flux fluo-8, FDSS agonist mode. activation, % at 2 µM. 360,000 compounds, 0.18% hits. AID 493084; in the data active = activation above about 30%; also: 0% is about no effect
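Fluo-8-loaded TRHR cells; 10 s baseline, compound added, kinetic Ca2+ fluorescence read 1/s, agonist mode.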
rTrxR1 inhibitor: inhibitors of rat thioredoxin reductase 1; O89049; recombinant rTrxR1, NADPH fluorescence consumption, selenite substrate; Potency, µM (series often up to 114 µM), for the others: at the highest dose activity change, negative = inhibition, actives largely listed as inhibitors; 390,000 compounds, 1% hits; active = well fitted inhibition curve with a large enough effect; inconclusive = small, poorly fitted or top-dose-only effect; inactive = no such curve, though single readings can be large or run the other way; also: potency is read from the fitted curve at half-maximal effect; % is scaled to controls: 0 for no effect and ±100 for the full control effect; nearly all actives have a fitted effect of over 65% in size
Target sequence (O89049 whole entry, looked up): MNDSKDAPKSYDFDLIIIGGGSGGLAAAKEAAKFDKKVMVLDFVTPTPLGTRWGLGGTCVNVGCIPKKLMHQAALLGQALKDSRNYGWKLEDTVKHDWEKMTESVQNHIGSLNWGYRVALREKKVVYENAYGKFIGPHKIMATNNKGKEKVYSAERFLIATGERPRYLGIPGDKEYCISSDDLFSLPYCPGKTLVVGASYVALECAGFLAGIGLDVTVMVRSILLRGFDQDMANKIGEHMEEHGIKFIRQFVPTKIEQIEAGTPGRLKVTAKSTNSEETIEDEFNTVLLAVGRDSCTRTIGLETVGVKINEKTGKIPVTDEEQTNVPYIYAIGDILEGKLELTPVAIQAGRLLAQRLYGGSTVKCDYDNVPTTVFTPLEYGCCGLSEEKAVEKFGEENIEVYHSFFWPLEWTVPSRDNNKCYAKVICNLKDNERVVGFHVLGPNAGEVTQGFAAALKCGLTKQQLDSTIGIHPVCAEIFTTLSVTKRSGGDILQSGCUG
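Rat TrxR1 (90 nM in the dispensed reagent) was pre-reduced with 400 uM NADPH for 5 min at room temperature, then incubated with compound for 15 min. After 400 uM selenite was added, NADPH fluorescence (Ex 340/Em 450 nm) was followed for 8 min.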
Numbers without * were called inactive; ? = inconclusive; / = no result given; & = joins results of further samples; [ ] = dose if it differs, or a comment. These rows are one share of the data. The share of hits here may be higher or lower than overall.

SMILES	TRHR PAM	TRHR agonist	rTrxR1 inhibitor
N[C@H](Cc1ccc(O)c(O)c1)C(=O)O	/	/	?
Nc1nc(Cl)nc2c1ncn2[C@@H]1O[C@H](COP(=O)(O)OP(=O)(O)OP(=O)(O)O)[C@H](O)[C@H]1O	/	/	2%
CN1CCc2c(cc(O)c(O)c2Cl)C(c2cccc(Cl)c2)C1 (stereo unspecified)	/	/	?
CC(=O)[C@@]1(O)CC[C@H]2C3CCC4=CC(=O)CC[C@]4(C)C3CC[C@@]21C (stereo partly specified)	/	/	4%
COc1cc2c(cc1O)CCC1C2CC[C@]2(C)[C@@H](O)CC[C@@H]12 (stereo partly specified)	/	/	4%
OC[C@H]1O[C@@H](n2cnc3c(NCCc4ccccc4)ncnc32)[C@H](O)[C@H]1O	/	/	3%
CC[C@@H](C)[C@H]1O[C@]2(CC[C@@H]1C)C[C@@H]1C[C@@H](C/C=C(\C)[C@@H](O[C@H]3C[C@H](OC)[C@@H](O[C@H]4C[C@H](OC)[C@@H](O)[C@H](C)O4)[C@H](C)O3)[C@@H](C)/C=C/C=C3\CO[C@@H]4[C@H](O)C(C)=C[C@@H](C(=O)O1)[C@]34O)O2	/	/	?
Nc1ncnc2c1nc(Br)n2C1O[C@H]2COP(=O)(O)O[C@@H]2C1O (stereo partly specified)	/	/	-2%
CC(C)=CCC/C(C)=C/CC/C(C)=C/CSc1ccccc1C(=O)O	/	/	-4%
CC(C)CN(C)c1nc(N)c(C(=O)N=C(N)N)nc1Cl	/	/	-3%
C/C=C1\C(=O)CC2C3CCC4=CC(=O)CC[C@]4(C)C3CC[C@]12C (stereo partly specified)	/	/	1%
N=C1Sc2ccccc2C2=NCCCN12	/	/	84%[activator]
NC(=S)NCCCC(N)C(=O)O (stereo unspecified)	/	/	5%
O=C(O)CC[C@H](NC(=O)c1ccccc1C(=O)O)C(=O)O	/	/	0%
COc1ccc2c(c1)c(CC(=O)O)c(C)n2Cc1ccc(F)cc1	/	/	2%
COc1ccc2c(c1)c(CC(=O)N1CCOCC1)c(C)n2C(=O)c1ccc(Cl)cc1	/	/	-9%
NCC1OC(O[C@@H]2[C@H](O)[C@@H](OC3C(O)C(N)CC(N)C3OC3OC(CO)C(O)C(O)C3N)O[C@@H]2CO)C(N)C(O)C1O (stereo partly specified)	/	/	5%
N#Cc1c(-c2ccccc2)no[n+]1[O-]	/	/	?
COc1ccc(NC(=O)CSc2nc3ccccc3c(=O)n2Cc2cccs2)c(OC)c1	3	0.2	/
COc1cccc(S(=O)(=O)NCc2ccc(C(=O)N3CCN(c4ccccc4OC)CC3)cc2)c1	0	-0.5	/
CC(=O)NC(c1cc(F)c2cccnc2c1O)C(C)C (stereo unspecified)	3	-0.1	/
O=C(O)c1ccc(S(=O)(=O)N[C@H](Cc2ccc(C(F)(F)F)cc2)C(=O)O)cc1	-14	-0.1	/
Cc1ccc(CN=C2NC(=O)C(CC(=O)NCCc3ccccc3)S2)cc1 (stereo unspecified)	-2	-0.5	/
Cn1c2cc(Br)sc2c2cnn(Cc3ccccc3F)c(=O)c21	-2&-4	-0.5&-1.8	/

Individual results from the entries so far.
Under rTrxR1 inhibitor, `CC(=O)[C@@]1(O)CC[C@H]2C3CCC4=CC(=O)CC[C@]4(C)C3CC[C@@]21C` (stereo partly specified) has 4%
Under TRHR agonist, `Cn1c2cc(Br)sc2c2cnn(Cc3ccccc3F)c(=O)c21` has -0.5&-1.8
Under rTrxR1 inhibitor, `CC(C)=CCC/C(C)=C/CC/C(C)=C/CSc1ccccc1C(=O)O` has -4%
Under rTrxR1 inhibitor, `COc1ccc2c(c1)c(CC(=O)O)c(C)n2Cc1ccc(F)cc1` has 2%
Under TRHR PAM, `COc1cccc(S(=O)(=O)NCc2ccc(C(=O)N3CCN(c4ccccc4OC)CC3)cc2)c1` has 0

(listing goes on)
SMILES	TRHR PAM	TRHR agonist	rTrxR1 inhibitor
CCOC(=O)CNC(=O)c1cc(C)oc1C	-1	2.2	/
Nc1c(-c2ccccc2)cc[nH]c1=O	4	1.8	/
Cn1c2cc([N+](=O)[O-])sc2c2cnn(Cc3ccccc3F)c(=O)c21	6	0.0	/
O=S(=O)(c1ccc2c(c1)OCCO2)N1CCN(S(=O)(=O)c2ccccc2F)CC1	7	1.0	/
O=P(O)(CN1CCCCCC1)C1Cc2ccccc2C1	3	0.3	/
Cc1ccc(Cn2ncc3c4sc(C)cc4n(C)c3c2=O)cc1	0	1.7	/
O=c1[nH]c2ccc(S(=O)(=O)N3CCN(S(=O)(=O)c4c(F)cccc4F)CC3)cc2[nH]c1=O	-6	0.2	/
C=Cc1nc(Nc2cc(F)cc(F)c2)nc(NC2CCCC2)n1	4	1.1	/
COc1ccc2c(c1)O[C@H](c1ccc3c(c1)OCO3)[C@@H](OC(=O)Nc1cc(OC)c(OC)c(OC)c1)C2=O	-3	0.6	/
CC1(C)CC(=O)C2=C(C1)Nc1ccccc1N=C2	-4	19	/
N#CN1CCC(NS(=O)(=O)c2ccc(F)cc2)CC1	4	1.3	/
NC(=O)c1cccc(C[C@H](C(=O)O)N2C(=O)c3ccc(C(=O)O)cc3C2=O)c1	1	-0.2	/

Looked up by compound from above:
SMILES	TRHR PAM	TRHR agonist	rTrxR1 inhibitor
CC1(C)CC(=O)C2=C(C1)Nc1ccccc1N=C2	-4	19	/
N#CN1CCC(NS(=O)(=O)c2ccc(F)cc2)CC1	4	1.3	/
CCOC(=O)CNC(=O)c1cc(C)oc1C	-1	2.2	/
C=Cc1nc(Nc2cc(F)cc(F)c2)nc(NC2CCCC2)n1	4	1.1	/
O=S(=O)(c1ccc2c(c1)OCCO2)N1CCN(S(=O)(=O)c2ccccc2F)CC1	7	1.0	/
Cn1c2cc([N+](=O)[O-])sc2c2cnn(Cc3ccccc3F)c(=O)c21	6	0.0	/

3 compounds already listed, ordered by the value under TRHR PAM, lowest first:
smiles | TRHR PAM
Cc1ccc(CN=C2NC(=O)C(CC(=O)NCCc3ccccc3)S2)cc1 (stereo unspecified) | -2
COc1cccc(S(=O)(=O)NCc2ccc(C(=O)N3CCN(c4ccccc4OC)CC3)cc2)c1 | 0
COc1ccc(NC(=O)CSc2nc3ccccc3c(=O)n2Cc2cccs2)c(OC)c1 | 3

Other compounds
SMILES	TRHR PAM	TRHR agonist	rTrxR1 inhibitor
COc1ccccc1NC(=O)c1ccc2ccccc2c1	-1	1.0	/
COc1ccc([C@]23Cc4cc(C#N)ccc4C(O2)c2c(cc(C)n(-c4ccccc4)c2=O)O3)cc1	7	0.2	/
O=C(O)c1cccc(S(=O)(=O)N2CCN(S(=O)(=O)c3ccc4c(c3)OCCO4)CC2)c1	6	2.2	/
N#Cc1nc(Nc2cc(F)cc(F)c2)nc(NC2CCCC2)n1	1	1.7	/
Nc1nonc1C(=O)N/N=C/c1ccc(-c2cccc(C(=O)O)c2)o1	11	-0.3	/
COc1ccc([C@]23Cc4ccccc4C(O2)C2=C(CCCC2=O)O3)cc1	3	0.6	/
O=C(c1noc2c1CCCC2)N1CCN(C(c2ccccc2)c2ccccc2)CC1	-3	0.7	/
N#Cc1ccc(S(=O)(=O)N2CCN(S(=O)(=O)c3ccc4c(c3)OCCO4)CC2)cc1	-4	1.2	/
Cc1ccc2c(c1)SC1=NC(c3ccccc3)(C(F)(F)F)NC(=O)N12 (stereo unspecified)	2	2.1	/
CCCc1cc(F)c(S(=O)(=O)N2CCN(S(=O)(=O)c3ccc4c(c3)OCCO4)CC2)cc1F	2	1.2	/
COc1ccc2c(=O)c3c(=O)n(Cc4ccco4)c(C4CCCCC4)nc3oc2c1	-3	-0.3	/
COc1cc2c(cc1OC)C1O[C@](CCCCN3C(=O)c4ccccc4C3=O)(C2)Oc2c1c(=O)oc1ccccc21	22	0.5	/
CCCC[C@]12Cc3cc(C#N)ccc3C(O1)c1c(c3ccccc3oc1=O)O2	-5	1.9	/
COc1ccc(OC)c(S(=O)(=O)N2CCN(S(=O)(=O)c3ccc4c(c3)OCCO4)CC2)c1	-6	1.1	/
C/C(=N\Nc1ccc(S(=O)(=O)Nc2ccccc2)cc1[N+](=O)[O-])c1ccncc1	1	0.2	/
Cc1cc2c(s1)c1cnn(Cc3ccc(S(C)(=O)=O)cc3)c(=O)c1n2C	-1	-0.8	/
O=[N+]([O-])c1cc(/C=N\Nc2nccs2)ccc1O	-12	-0.6	/
O=C(NNC(=O)c1ccccc1C(=O)O)c1ccc(-c2ccccc2)cc1	7	0.1	/
O=C(O)c1ccc2c(c1)C(=O)N([C@H](Cc1ccc(C(F)(F)F)cc1)C(=O)O)C2=O	1	-0.2	/
O=C1CCCC2=C1C1O[C@](CCCCN3C(=O)c4ccccc4C3=O)(Cc3c1ccc1ccccc31)O2	-2	0.9	/
COc1cc2c(cc1OC)[C@@H]1O[C@](CCCCN3C(=O)c4ccccc4C3=O)(C2)Oc2cc(C)n(-c3ccccc3)c(=O)c21	-1	0.5	/
COc1ccc(OC)c(CCNC(=O)Cn2sc3nc(C)cc(C)c3c2=O)c1	8	-0.5	/
CC(=O)Cc1nnn(-c2cc(C)on2)n1	1	1.3	/
Cc1cc2c(c(=O)n1Cc1ccccc1)C1O[C@](c3ccsc3)(Cc3ccccc31)O2	-2	3.1	/
CCc1nc2sc3c(=O)n(N)cnc3c2c2c1COC(C)(C)C2	0	0.1	/
COc1ccc([C@]23Cc4ccccc4C(O2)c2c(c4ccc(OC)cc4oc2=O)O3)cc1	3	0.5	/
O=C(CNC1CCCCCC1)Nc1ccc(N2CCCC2)cc1	-3	0.0	/
O=c1c2[nH]c3cc(Br)sc3c2cnn1Cc1ccccc1F	-1	-2.4	/
CCn1c(C)nc2cc(C(=O)n3cc(C(=O)c4ccccc4O)cn3)ccc21	1	0.3	/
COc1cc2c(cc1OC)C1O[C@](CCCCN3C(=O)c4ccccc4C3=O)(C2)OC2=C1C(=O)OC1(CCCCC1)C2	9	0.8	/
CN(C)c1ccc(-c2cc[nH]c(=O)c2N)cc1	4	0.6	/
Cn1nnnc1Sc1ncnc2scc(-c3cccc(C#N)c3)c12	-5	-0.9	/
CCNC(=O)CC1C(=O)N(c2ccc(OC)cc2)C(=S)N1CCc1ccncc1 (stereo unspecified)	-8	-1.4	/
COc1cc(C(=O)NCc2ccc(-n3cccc3)cc2)cc(OC)c1OC	0	-0.1	/
CCOC(=O)c1c(/N=C/c2ccc(O)cc2O)sc2c1CCC2	6	0.1	/
O=S(=O)(c1ccc2c(c1)OCCO2)N1CCN(S(=O)(=O)c2ccc3nc(Cl)c(Cl)nc3c2)CC1	1	-0.8	/
C#CCOCCOCCOCCNc1nc(N2CCN(C(=O)CCCCCCCCCCNC(=O)[C@H]([C@@H](C)CC)n3cc(CCCCN=C(N)N)nn3)CC2)nc(N2CCN(C(=O)CCCCCCCCCCNC(=O)[C@H](CCCN=C(N)N)n3cc(C[C@@H](C)CC)nn3)CC2)n1	-1	0.1	/
CCOC(=O)C(CSCC(=O)c1ccc(Br)cc1)NC(=O)OC(C)(C)C (stereo unspecified)	-8	-0.4	/
Cn1c2ccsc2c2cnn(Cc3ccc(F)cc3)c(=O)c21	2	-0.1	/
COc1ccc(OC)c(CNCCNC(=O)c2ccco2)c1	1	0.3	/
Oc1cc(Nc2ccc(N3CCCCC3)cc2)cc2cccnc12	-3	-0.1	/
N#Cc1nc(NC2CCCC2)c2ncn(-c3cc(F)cc(F)c3)c2n1	-3	1.1	/
Cc1cc2c(s1)c1cnn(Cc3ccc4ccccc4c3)c(=O)c1n2C	4	0.1	/
O=C(N1CCc2cc([S+](=O)([O-])N3CCN([S+](=O)([O-])c4c(F)cccc4F)CC3)ccc2C1)C(F)(F)F	1	1.3	/
O=C(N1CCc2ccc(S(=O)(=O)N3CCN(S(=O)(=O)c4ccc5c(c4)OCCO5)CC3)cc2C1)C(F)(F)F	5	0.8	/
CC(=O)N1CCc2ccc(C(=O)CN3CCN(c4cccc(C)c4C)CC3)cc21	1	-0.7	/
O=C(Cn1cc(CNC(=O)c2ccccc2)nn1)Nc1cc(C(F)(F)F)ccc1Cl	2	-3.0	/

Screening data (PubChem)
